# Rab9 promoter act – activators of Rab9 promoter; actives 2.8% (n = 320,000); Huh7 Rab9 promoter-luciferase reporter, luminescence, 24 h; AID 485297; Potency, µM (doses to about 9.22 µM), inactives show at the highest dose activation, negative = inhibition, usual class: activators; further: potency means the concentration at half of the fitted maximal effect; % of control where 0% means no effect; nearly all actives have a fitted effect of over 60% in size
#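 Stable Rab9-luc Huh7, 1500 cells/well, 2 h settle; cmpd in DMSO, 24 h, 37 °C/5% CO2; luciferase reagent 10 min RT; luminescence.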
# ELG1 genotoxic – induces genotoxicity in HEK293T cells with luciferase-tagged ELG1. HEK293T ELG1-luciferase reporter, luminescence, 16 h. Potency, µM (doses to about 46 µM), for the others: top-dose activity change, positive = activation, most hits filed as activators. actives 1.3% (n = 330,000); further: potency means the concentration at half of the fitted maximal effect; % of control where 0% means no effect; nearly all actives have a fitted effect of over 60% in size
#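 After overnight (16 hr) compound treatment at 37 °C, ELG1-luciferase HEK293T cells were lysed with ONE-Glo; luminescence quantified 30 min later at room temperature.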
# p53 reactivation – mutant p53 re-activation in reporter cells | H1299 p53-A138V BP100-luciferase reporter, luminescence, 24 h | AID 504706 | actives 0.063% (n = 320,000) | Potency, µM (series often up to 92.2 µM), for the others: at the top dose activity change, positive = activation, usual class: activators; further: potency means the concentration at half of the fitted maximal effect; % of control where 0% means no effect; nearly all actives have a fitted effect of over 45% in size
#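 H1299 (p53-null), stable ts p53-A138V + BP100-Luc; 1000 cells/well, Opti-MEM/10% FBS; cpd 4 pt, 1:5; 24 h, 37 deg C, 5% CO2; detection reagent 10 min RT; luminescence.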
# Menin MLL FP TR – inhibitors of human menin-MLL interaction, mutant MLL peptide. O00255. Menin + Texas Red MLL mutant peptide, fluorescence polarization. Potency, µM (doses to about 61.6 µM), for inactives: at the top dose FP activity change, negative = inhibition, most hits filed as inhibitors. actives 0.23% (n = 270,000). AID 1768; active means well fitted inhibition curve with a large enough effect in the polarisation, with a control signal flat, not every such curve was filed as active; inconclusive means small, poorly fitted or top-dose-only effect, or effect the other way, or a change in a side signal; inactive means no such curve, though single readings can be large or run the other way; the % refers to the polarisation; further: potency means the concentration at half of the fitted maximal effect; % of control where 0% means no effect; many of its hits are not listed in these tables
# NPC1 prom act – activates the NPC1 promoter; Potency, µM (series often up to 9.22 µM), without a hit: at the top dose activation, most hits filed as activators; Huh7 NPC1 promoter luciferase reporter, 24 h; actives 2.4% (n = 320,000);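 further: potency means the concentration at half of the fitted maximal effect; % of control where 0% means no effect; nearly all actives have a fitted effect of over 60% in size; reporter is driven by a mutant NPC1 promoter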
#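 Huh7 reporter cells (NPC1 promoter driving luciferase) are dosed with compound for 24 h at 37 °C, 5% CO2; luciferase detection reagent is then added and luminescence measured after 10 min at ambient temperature.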
# VP16 counter – Gal4-VP16 reporter inhibition counter-screen; Potency, µM (top dose mostly 53.6 µM), without a hit: top-dose activity, negative = inhibition, most hits filed as inhibitors; Drosophila S2 Gal4-VP16 UAS-luciferase, luminescence, 20 h; actives 3.5% (n = 310,000);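 further: Gal4-VP16 expression switched on by copper sulfate through the metallothionein promoter; potency means the concentration at half of the fitted maximal effect; on the % scale 0 is the no-effect control and ±100 the full control effect; nearly all actives have a fitted effect of over 50% in size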
# Giardia killer – Giardia lamblia killing; AID 540267; actives 0.15% (n = 340,000); Giardia lamblia trophozoite viability; activity change, % at 7.66 µM, hits read low; in the data active means activity change below about -80%; inconclusive means between about -30% and that limit;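 further: parasites exposed to compound for two days anaerobically before the ATP read; on the % scale 0 is the no-effect control and ±100 the full control effect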
#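 Luminescence from cellular ATP indicates surviving trophozoites (100 cells/well) following 48 hrs anaerobic compound treatment at 37 deg C; signal develops 15-30 min at room temperature.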
# FLuc modulator – counter-screen for miR-21 project: firefly luciferase inhibitors or activators; purified FLuc, Km substrates, luminescence inhibition; Potency, µM (titrated, usually from 57.5 µM), inactives show at the highest dose activity change, negative = inhibition, actives largely listed as inhibitors; actives 6.9% (n = 360,000); AID 588342;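 further: potency means the concentration at half of the fitted maximal effect; plate controls were vehicle for no effect and reference inhibitor for full effect; nearly all actives have a fitted effect of over 55% in size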
# Target sequence (P08659 whole entry, looked up): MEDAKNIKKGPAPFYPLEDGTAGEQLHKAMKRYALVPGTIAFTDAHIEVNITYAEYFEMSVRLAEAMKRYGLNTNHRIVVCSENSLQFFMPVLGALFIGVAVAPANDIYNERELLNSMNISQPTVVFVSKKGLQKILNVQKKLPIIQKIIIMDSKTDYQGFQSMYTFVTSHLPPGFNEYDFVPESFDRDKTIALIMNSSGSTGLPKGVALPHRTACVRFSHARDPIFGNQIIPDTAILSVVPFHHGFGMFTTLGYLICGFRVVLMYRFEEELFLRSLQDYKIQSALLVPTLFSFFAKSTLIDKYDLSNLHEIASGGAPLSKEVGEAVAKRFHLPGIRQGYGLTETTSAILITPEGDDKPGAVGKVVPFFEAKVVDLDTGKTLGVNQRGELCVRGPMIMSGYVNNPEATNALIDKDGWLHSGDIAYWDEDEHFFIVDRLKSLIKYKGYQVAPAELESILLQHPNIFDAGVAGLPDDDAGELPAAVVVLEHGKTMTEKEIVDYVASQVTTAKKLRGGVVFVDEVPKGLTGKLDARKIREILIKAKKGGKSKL
#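 Biochemical qHTS of compounds, final roughly 60 µM downward over six points, against 10 nM purified firefly luciferase using Km concentrations of substrates (10 uM D-luciferin, 10 uM ATP) in Tris acetate pH 7.5 buffer; luminescence output.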
# RORg inh – blocks mouse ROR gamma transcriptional activity. P51450. Drosophila S2 Gal4-RORgamma UAS-luciferase reporter, 20 h. Potency, µM (titrated, usually from 53.6 µM), for inactives: top-dose activity change, negative = inhibition, most hits filed as inhibitors. actives 5.4% (n = 310,000); further: potency means the concentration at half of the fitted maximal effect; on the % scale 0 is the no-effect control and ±100 the full control effect; nearly all actives have a fitted effect of over 60% in size
#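 Luminescence from a UAS-regulated Photinus luciferase reporter in stably transfected Drosophila Schneider cells is measured; decreased signal marks ROR gamma inhibition. Fusion expression is induced by 700 uM copper sulfate for 20 hr.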
# BRCA1 expr act – increases BRCA1 expression. MCF7-BRCA1-FFLuc reporter, luminescence, 48 h; response scale: scaled: vehicle 0%, 10 µM genistein 100%. actives 1.1% (n = 380,000). Potency, µM (series often up to 46.1 µM), for inactives: at the highest dose activation, most hits filed as activators; further: potency means the concentration at half of the fitted maximal effect; nearly all actives have a fitted effect of over 80% in size; some results filed as inactive show a strong effect at the top dose
#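 Activators of BRCA1 expression were detected as increased firefly luciferase luminescence in engineered MCF7 cells after 48 h compound incubation. Signals were scaled to genistein 10 microM as full activation.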
# PKM2 activator – activators of human pyruvate kinase M2 | P14618 | purified PKM2, Kinase-Glo ATP luminescence, activation; response scale: 0% is enzyme alone, no compound | Potency, µM (series often up to 57.5 µM), for inactives: top-dose activation, hits mostly activators | actives 0.34% (n = 260,000) | AID 1631; further: potency means the concentration at half of the fitted maximal effect; on the % scale 0 is the no-effect control and ±100 the full control effect; nearly all actives have a fitted effect of over 55% in size
# Target sequence (P14618 whole entry, looked up): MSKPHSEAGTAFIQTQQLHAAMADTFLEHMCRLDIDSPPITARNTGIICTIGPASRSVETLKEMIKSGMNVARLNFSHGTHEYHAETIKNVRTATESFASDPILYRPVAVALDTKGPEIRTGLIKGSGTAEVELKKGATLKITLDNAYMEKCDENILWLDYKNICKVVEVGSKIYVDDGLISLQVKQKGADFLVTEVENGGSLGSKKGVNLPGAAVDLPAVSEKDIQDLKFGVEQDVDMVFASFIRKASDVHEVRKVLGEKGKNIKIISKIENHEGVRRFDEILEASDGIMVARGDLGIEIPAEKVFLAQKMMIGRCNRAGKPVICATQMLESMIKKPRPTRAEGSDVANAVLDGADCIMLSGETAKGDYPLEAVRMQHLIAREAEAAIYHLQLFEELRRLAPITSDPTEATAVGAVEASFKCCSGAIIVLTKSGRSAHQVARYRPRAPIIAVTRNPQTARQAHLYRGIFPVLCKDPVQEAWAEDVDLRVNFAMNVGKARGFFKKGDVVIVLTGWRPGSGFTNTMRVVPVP
#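 hPK-M2, >95% pure; 0.1 mM ADP / 0.5 mM PEP final; imidazole pH7.2 buffer w/ 7 mM MgCl2, 50 mM KCl; 1 h RT; Kinase-Glo lum. Intermediate enzyme activity for dual inhibitor/activator qHTS.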
# * marks the source's active call; other numbers are inactive results; ? = inconclusive; . = no result given; & = joins results of further samples; [ ] = another dose, or the depositor's remark. Unless noted, the call rests on the fitted dose curve; in most records, active means well fitted curve in the direction sought with a large enough effect; inconclusive means small, poorly fitted or top-dose-only effect, or another doubt; inactive means no such curve, though single readings can be large; an effect the other way counts as inactive or inconclusive. A portion of the library (hit frequency here may not be typical).
SMILES,Rab9 promoter act,ELG1 genotoxic,p53 reactivation,Menin MLL FP TR,NPC1 prom act,VP16 counter,Giardia killer,FLuc modulator,RORg inh,BRCA1 expr act,PKM2 activator
O=C(Cc1ccc(S(=O)(=O)N2CCCC2)s1)N1CCN(c2ccc(F)cc2)CC1,-3%,-7%,-3%,2%,-3%,0%,14,1%,24%,0%,1%
O=C(O)CCCN1C(=O)C2C3c4ccccc4C(c4ccccc43)[C@@H]2C1=O (some centres undefined),-4%,-3%,-6%,13%,-1%,-5%,0,1%,4%,-13%,.
Cc1cc(=O)[nH]c(Nc2ccc(C(=O)OC(C)C)cc2)n1,1%,-2%,9%,14%,0%,7%,-12,?,34%,26%,8%
O=C(NCCC(c1ccccc1)c1ccccc1)c1cccs1,-6%,-3%,0%,4%,0%,14%,-4,-7%,?,-23%,0%
Cc1ccc(-c2nnn(CC(=O)N(c3ccccc3F)C(CC(C)C)C(=O)NCC3CCCO3)n2)cc1 (centres undefined),1%,-6%,0%,?,-3%,-5%,6,-1%,12%,-10%[1.84 µM],2%
O=C(Nc1ccc2c(c1)OCO2)c1cc2nc(C3CC3)cc(C(F)(F)F)n2n1,17%,6%,2%,1%,15%,-2%,7,-16%,-18%,7%,-1%
Cc1cccnc1NC(=S)Nc1ccc(F)cc1F,18%,-1%,8%,16%,0%,?,-1,?,6.3µM*,?,-3%
O=C(Nc1cc2c3c(c1)CC(=O)N3CCC2)c1ccccc1Br,0%,10%,-2%,.,2%,.,-24,1%,.,-1%,.
C=CCn1c(SCc2ccccc2)nnc1-c1cccnc1,-2%,-3%,-1%,4%,-3%,5%,9,2%,0%,0%,3%
CC(=O)Nc1ccc(NC(=O)c2ccccc2F)cc1,-6%[1.84 µM],?,?,-8%,16%,1%,-16,?,8%,55%,-1%
Cc1ccc(C)c(NS(=O)(=O)c2ccc(NC(=O)c3ccco3)cc2)c1,2%,-5%,-5%,10%,-3%,?,-4,1%,?,-37%,0%
COc1cc(C(=O)NCC(=O)N/N=C/c2cccc(OC(=O)c3ccco3)c2)cc(OC)c1OC,3%,13%,0%,-4%,-4%,-3%,36[activator],?,2%,1%,4%
COc1ccc(/C=C/C(=O)NC2CCCCCCC2)cc1S(=O)(=O)N1CCOCC1,?,1%,23%,2%,18%,?,5,-20%,?,-15%,8%
O=C(CC1C(=O)NCCN1Cc1cccc(C(F)(F)F)c1)NCCc1cnccn1 (centres undefined),2%,0%,2%,.,-5%,3%,3,2%,-4%,5%,-6%
O=C(NC1CCS(=O)(=O)C1)c1ccc(Br)o1 (centres undefined),-1%,-8%,-1%,-8%,0%,-7%,-7,-1%,-5%,1%,.
CCOC(=O)CCCNC(=O)COC(=O)c1ccc(O)cc1,-1%,1%,17%,-2%,-5%,-4%,-9,9%,-1%,-3%,-6%
O=C(Nc1ccc(F)cc1)c1sc(Cl)nc1-c1ccccc1,-6%,-2%,3%,10%,0%,-10%,11,3%,-11%,-18%,-3%
CC(C)Nc1cc(N2CCCC2)ccc1[N+](=O)[O-],-1%,0%,-3%,-22%,-1%,5%,5,2%,3%,-20%,-5%
O=C1Nc2ccccc2S/C1=C/c1cccs1,-33%[inhibitor],11%,11%,.,-44%[inhibitor],21%,-13,?,?,3%,0%
N#CCCc1cccc(CCC#N)c1,0%,1%,2%,56%[activator],-2%,4%,4,3%,1%,-6%,3%
COc1cc(OC)c(N2CC(C(=O)Nc3cc(Cl)ccc3N3CCOCC3)CC2=O)cc1Cl (centres undefined),-16%,14%,16%,.,-16%,.,8,-1%,.,-81%,.
CC(C)c1ccc(NC(=O)C2CC2c2ccccc2)cc1 (centres undefined),2%,2%,.,16%,-4%,4%,-6,-24%,?,8%,3%
CC(=O)NCCc1nc2ccccc2n1Cc1ccc(C)cc1,-9%,5%,-4%,-4%,1%,2%,-22,1%,-3%,2%,0%
O=C1CC(N2CCN(Cc3ccc4c(c3)OCO4)CC2)C(=O)N1c1cccc2ccccc12 (centres undefined),-5%,0%,-3%,1%,-4%,-3%,-8,2%,11%,0%,2%
CCCN1CCN(C(=O)c2ccc(F)c(S(=O)(=O)N3CCOCC3)c2)CC1,-5%,-1%,8%,.,1%,.,1,3%,.,-21%,.
COc1ccc(NC2CCCN(C(=O)c3ccccc3C(F)(F)F)C2)cc1 (centres undefined),1%,-5%,3%,-15%,-3%,13%,9,1%,38%,-15%,0%
O=C(C1CCC(CNc2c(N3CCCCC3)c(=O)c2=O)CC1)N1CCN(c2ccccn2)CC1 (centres undefined),-9%,7%,.,1%,0%,-1%,-22,1%,6%,16%,2%
CCOc1ccc(/C(C)=N/NC(=O)C(OC)c2ccccc2)cc1 (centres undefined),1%,-3%,-5%,-10%,-4%,-9%,1,3%,-19%,-14%,-4%
O=C(O)CC1S/C(=N/N=C/C=C/c2ccccc2)NC1=O (centres undefined),0%&-1%,3%&2%,4%&-15%,1%&10%,-2%&4%,-3%&-14%,-6&-6,19µM*,?,0%&1%,-3%&4%
CCOc1ccc(N(CC(=O)N2CCCCC2)S(=O)(=O)c2ccc(Cl)cc2)cc1,-1%,1%,-3%,-15%,1%,-6%,23,1%,-15%,-32%,3%
COc1ccc(OC)c(CCNC(=O)CC2Oc3ccc(C)cc3NC2=O)c1 (centres undefined),-9%,-2%,-5%,-5%,-4%,-2%,-15,4%,-12%,-2%,1%
O=C(Cc1c[nH]c2ccccc12)NCc1ccncc1,-1%,-18%,-9%,.,-9%,4%,7,0%,-1%,10%,14%
Cc1cccc(C)c1NC(=O)CS(=O)CC(=O)Nc1ccc(F)cc1F (centres undefined),-5%,1%,0%,6%,-3%,-12%,0,0%,21%,-1%,0%
Cc1ccc(NC(=O)C2CSC3(C)CCC(=O)N23)cc1S(=O)(=O)N1CCCCCC1 (centres undefined),-2%,1%,4%,.,1%,.,-22,-11%,.,-57%,.
COc1ccccc1CNC(=O)c1ccccc1N,-13%,4%,6%,-1%,1%,5%,1,-15%,?,4%,7%
CC(=O)Nc1cc[n+](C(C)C(=O)c2ccc(Br)cc2)cc1 (centres undefined),-10%,-9%,-1%,-4%,-6%,-2%,21,-1%,-7%,-20%,19%
Cc1cnc(=O)[nH]c1SCc1ccc(C(F)(F)F)cc1,1%,1%[9.26 µM],1%,-12%,0%,-6%,7,-3%,28%,24%,.
CCCOc1ccc(C(=O)NC(=S)Nc2nc(C)c(C(=O)N(C)C)s2)cc1,1%,-4%,4%,-5%,-1%,-23%,5,?,?,-13%,7%
COc1ccccc1NC(=O)c1ccc(Cl)c(S(=O)(=O)N2CCOCC2)c1,3%,-4%,-8%,8%,-1%,9%,-3,5%,-44%,-22%,-8%
O=C(NC1CCCCC1)c1cc2nc3c(c(C(F)(F)F)n2n1)CCCC3,3.5µM*,?,?,10%,?,-1%,15,24µM*,-24%,?,3%
COc1ccc(CNS(=O)(=O)c2ccc(-c3ccc(=O)[nH]n3)s2)cc1OC,-2%,0%,-3%,.,-1%,0%,-16,3%,18%,0%,.
CCOc1ccccc1N(CC(=O)OC)S(=O)(=O)c1ccccc1,0%,-2%,4%,6%,1%,1%,-7,-2%,10%,-4%,-1%
O=S(=O)(NCc1ccccn1)c1cc(C(F)(F)F)ccc1Cl,-2%,-1%,-3%,-10%,-3%,?,13,-3%,7.1µM*,-11%,8%
O=C1CC(N2CCN(c3nc4ccccc4s3)CC2)C(=O)N1c1cccc(F)c1 (centres undefined),-1%,-1%,-2%,29%,0%,-9%,-5,-9%,24%,-5%,-3%
COc1ccc(NC(=O)Cn2c(C)cc(=O)c3cccc(OC)c32)cc1,2%,-1%,-2%,4%,-3%,3%,23,-2%,?,5%,-3%
O=C(/C=C/c1ccc([N+](=O)[O-])cc1)NCCN1C(=O)S/C(=C\c2ccc(F)cc2)C1=O,-8%,10%,10%,?,-1%,-6%,25,-1%,-2%,-13%,2%
CC(=O)Nc1cc(C(=O)NCCN2CCN(Cc3ccccc3)CC2)ccc1Sc1ccc(C)cc1,0%,-11%,4%,-19%,-9%,-9%,6,-1%,-17%,-16%,-5%
Cc1noc(C)c1COC(=O)Cc1ccc(Br)cc1,-6%,-5%,-3%,11%,-1%,7%,-3,-6%,0%,5%,-6%

# Sorted by value in NPC1 prom act (highest first): 3 from the list above
structure | NPC1 prom act
CCOc1ccccc1N(CC(=O)OC)S(=O)(=O)c1ccccc1 | 1%
COc1ccc(CNS(=O)(=O)c2ccc(-c3ccc(=O)[nH]n3)s2)cc1OC | -1%
O=S(=O)(NCc1ccccn1)c1cc(C(F)(F)F)ccc1Cl | -3%
